Bioassay records: PubChem, MTDP
RNase H inhibition: RNase H inhibition, HIV 1 Gag Pol polyprotein, FRET biochemical assay, screening (AID 372); HIV-1 RT RNase H, FRET RNA/DNA substrate fluorescence; higher % means a stronger effect; 100,000 tested, 0.77% active; inhibition, % at 10 µM; hits with a dose series show IC50 in µM; in the data active = inhibition above about 50%
* marks the source's active call; other numbers are inactive results.

SMILES	RNase H inhibition
CN(C)c1ccc(N=Cc2sc3ccccc3c2Cl)cc1	4.0%
COC(=O)C1=C(C)N(c2ccc(OC)cc2)C(=O)/C1=C\c1ccc(O)cc1	4.0%
CCc1ccc(C2=NN(c3ccc(S(N)(=O)=O)cc3)C(c3ccc(F)cc3)C2)cc1 (stereo not drawn)	22.0%
COc1ccc2cc(/C=N/OC(=O)Nc3ccc(Cl)cc3)ccc2c1	12.0%
O=[N+]([O-])c1cc(-c2nnc(-c3ccco3)o2)ccc1Cl	6.0%
Cc1ccc(N=Cc2c(C)[nH]n(-c3ccc(Cl)cc3)c2=O)cc1	8.0%
CCOC(=O)c1ccc(N2C(=O)C(Oc3ccccc3)C2c2ccc(C(=O)OC)cc2)cc1 (stereo not drawn)	4.0%
N#C/C(=C\c1ccccc1[N+](=O)[O-])c1nc(-c2ccc(Cl)cc2Cl)cs1	12.0%
COc1ccc(C(=O)NC(=S)Nc2ccc3oc(-c4ccc(F)cc4)nc3c2)cc1[N+](=O)[O-]	36.0%
CCCCc1ccc(NC(=O)c2ccc([N+](=O)[O-])o2)cc1	9.0%
CC(=O)N1CCN(C(CNS(=O)(=O)c2ccc(C)cc2)c2ccccc2)CC1 (stereo not drawn)	6.0%
COc1cc(OC)cc(C(=O)Nc2cc(Cl)ccc2C)c1	0.0%
CC(C)(C)C1=NN(C(=O)c2ccccc2)C(O)(C(F)(F)F)C1 (stereo not drawn)	46.0%
O=C(Nc1ccc(Cl)cc1)N1CCCc2ccccc21	0.0%
CCOC(=O)c1c(NC(=O)c2ccc(C)c(C)c2)sc(C(C)=O)c1C	4.0%

Part of the list above, bar-delimited:
canonical_smiles | RNase H inhibition
COc1cc(OC)cc(C(=O)Nc2cc(Cl)ccc2C)c1 | 0.0%
COc1ccc(C(=O)NC(=S)Nc2ccc3oc(-c4ccc(F)cc4)nc3c2)cc1[N+](=O)[O-] | 36.0%
COC(=O)C1=C(C)N(c2ccc(OC)cc2)C(=O)/C1=C\c1ccc(O)cc1 | 4.0%
O=[N+]([O-])c1cc(-c2nnc(-c3ccco3)o2)ccc1Cl | 6.0%
CCc1ccc(C2=NN(c3ccc(S(N)(=O)=O)cc3)C(c3ccc(F)cc3)C2)cc1 (stereo not drawn) | 22.0%
Cc1ccc(N=Cc2c(C)[nH]n(-c3ccc(Cl)cc3)c2=O)cc1 | 8.0%

The listing continues:
SMILES	RNase H inhibition
COc1ccc(/C=C/C(=O)NC(=S)N2CCOCC2)cc1	0.0%
C/C=C/c1ccc(OCCCCOc2ccc([N+](=O)[O-])cc2Cl)c(OC)c1	7.0%
N#CC1(NCc2ccccc2)CCCCC1	13.0%
CCOP(=O)(OCC)C(c1cc(C(C)(C)C)c(O)c(C(C)(C)C)c1)N(C)C (stereo not drawn)	18.0%
O=C(Nc1nnc(-c2ccc(F)cc2)s1)c1cccs1	3.0%
Cc1cc(C)n(S(=O)(=O)c2ccc(Br)cc2C)n1	0.0%
COc1ccc(C=Nc2cc(Cl)cc(Cl)c2)c2ccccc12	20.0%
COCCNC(=O)/C(C#N)=C/c1ccc(-c2ccc(C(=O)O)cc2)o1	16.0%
COc1cccc(N=Cc2c(O)n(-c3cc(OC)ccc3OC)c(=O)[nH]c2=O)c1	0.0%
O=C(NCc1ccccn1)C(=O)Nc1nccs1	13.0%
CCOC(=O)c1ccc(NC(=O)c2ccc(I)cc2)cc1	0.0%
COc1cc(/C=C2\N=C(SC)SC2=O)cc(OC)c1OC	7.0%
Cc1cc(C)cc(NC(=O)CN(c2ccccc2)S(C)(=O)=O)c1	12.0%
CC1(C)c2ccccc2N(CCO)C12C=Cc1cc([N+](=O)[O-])ccc1O2 (stereo not drawn)	15.0%
O=C1NC(=O)N(c2ccc(Br)cc2)C(=O)/C1=C/c1cccc([N+](=O)[O-])c1	3.0%
O=S(=O)(NCCCN1CCOCC1)c1ccc2ccccc2c1	0.0%
CCOC(=O)c1c(NC(=O)C2CCCCC2)sc(C)c1C	12.0%
COc1cc2ccccc2cc1C(=O)Nc1ccc2c(c1)C(=O)c1ccccc1C2=O	38.0%
c1ccc(-c2cc(-c3nc4ccccc4[nH]3)c3ccccc3n2)cc1	23.0%
COc1cc(C)ccc1OCCCOc1c(Cl)cc(Cl)cc1Cl	22.0%
COc1ccc(C2CC(=O)C3=C(C2)NC(C)=C(C(=O)OCCOc2ccccc2)C3c2ccc(OC(C)=O)c(OC)c2)cc1 (stereo not drawn)	17.0%
COc1cccc(C(=O)N/N=C(/C)c2cccc(NC(=O)c3ccc(Cl)cc3)c2)c1	0.0%
COc1ccc(-c2csc(Nc3ccccc3OC)n2)cc1F	8.0%
COc1cccc(OCCOc2ccc(I)cc2)c1	6.0%
CC(C)c1ccc(NC(=O)COc2ccc(Br)cc2Cl)cc1	30.0%
CCCOc1c(Br)cc(/C=C2/C(=O)NC(=O)N(c3ccccc3F)C2=O)cc1OC	0.0%
O=C(Nc1ccc(S(=O)(=O)N2CCCCCC2)cc1)c1sc2ccccc2c1Cl	7.0%
CC(=O)Oc1ccc(C(=O)Nc2cccc([N+](=O)[O-])c2C)cc1	6.0%
Cn1c(=O)c([N+](=O)[O-])c(NCCO)c2ccccc21	3.0%
O=C1N=c2ccc(Br)cc2=C1c1sc(=O)n(-c2ccc(O)cc2)c1O	41.0%
Cc1cc(/C=N/NC(=O)c2ccccn2)c(C)n1-c1cccc(Cl)c1	11.0%
NS(=O)(=O)c1ccc(N=Cc2ccc[nH]2)cc1	6.0%
COC(=O)C1=C(C)NC2=C(C(=O)CCC2)C1c1ccc(OC)cc1OC (stereo not drawn)	1.0%
CCCOC(=O)c1ccc(NC(=O)c2cc(Cl)c(OC)c(Cl)c2)cc1	15.0%
COc1c(Cl)cc(C(=O)Nc2cccnc2)cc1Cl	8.0%
CN(C)c1cccc(NC(=O)c2cccc3ccccc23)c1	8.0%
Cc1ccc(-c2n[nH]c(=S)n2N=Cc2cccc(F)c2)cc1	42.0%
COc1ccc(N2C(=O)NC(=O)/C(=C\c3ccc(C)cc3)C2=O)cc1	6.0%
COc1cccc(-c2cc(C(=O)Nc3nc(-c4cccc5ccccc45)cs3)c3ccccc3n2)c1	7.0%
OC(Cc1nc2ccccc2n1Cc1ccccc1Br)c1ccccc1Cl (stereo not drawn)	11.0%
O=C(Nc1ccccc1[N+](=O)[O-])c1cc2ccccc2o1	18.0%
Cc1cc(C(=O)Oc2ccc(C=O)cc2)ccc1[N+](=O)[O-]	3.0%
COc1cc(Cl)c(C=C2C(=O)N(C)C(=O)N(C)C2=O)cc1OC	4.0%
Nc1nnc(SCC(=O)c2ccc([N+](=O)[O-])cc2)s1	6.0%
COc1ccc(NC(=O)C2C3CCC(C3)C2C(=O)O)c(OC)c1 (stereo not drawn)	1.0%
COc1ccc(S(=O)(=O)N2CCC(C)CC2)cc1	0.0%
CCc1ccccc1NC(=S)Nc1ccccc1	22.0%
CCOC(=O)c1c(NC(=O)C23CC4CC(CC(C4)C2)C3)sc(C(=O)Nc2ccccc2F)c1C	14.0%
COc1ccc(/C=C2\C(=O)NC(=O)N(c3ccc(C)cc3)C2=O)cc1C(=O)O	2.0%
COc1ccc(C(=O)Nc2ccc([N+](=O)[O-])cc2)cc1	0.0%
CC1CC(C)CN(C(=O)c2ccc(Cl)cc2)C1 (stereo not drawn)	2.0%
COc1cc(/C=C2/SC(=S)N(Cc3ccccc3)C2=O)ccc1OC(=O)c1cccs1	11.0%
Cc1ccccc1-n1c(O)c(/C=C2\C=CC=N2)c(=O)[nH]c1=O	1.0%
Cc1ccccc1C(=O)NC(=S)Nc1cccc(-c2nc3ncccc3o2)c1C	8.0%
N#Cc1c(-c2ccco2)c2c([nH]c1=S)CCCC2	63.0%*
COc1ccccc1C1CC(c2ccc(F)cc2)=NN1c1cc(Cl)ccc1Cl (stereo not drawn)	8.0%
O=C(Nc1ccc(NC(=O)c2cccc(I)c2)cc1)c1cccc(Br)c1	15.0%
Cc1ccc(-c2ccc(/C=C(\C#N)C(=O)Nc3ccccc3C)o2)c(Br)c1	5.0%
CC(C)OC(=O)/C(=C/c1ccc(F)cc1)NC(=O)c1ccccc1	11.0%
Cc1ccc(N2C(=O)C3C4C=CC(C5CC45)C3C2=O)cc1C (stereo not drawn)	4.0%

Remaining list, next part
SMILES	RNase H inhibition
O=C(O)c1cc2nc3c(c(C(F)(F)F)n2n1)CCc1ccccc1-3	3.0%
N#CC1=C(N)OC2=C(C(=O)CC(c3ccccc3)C2)C1c1ccccc1C(F)(F)F (stereo not drawn)	5.0%
COc1ccccc1N(CC(=O)Nc1cccc(Br)c1)S(=O)(=O)c1ccccc1	11.0%
O=C(NC(Cc1ccccc1)C(=O)Oc1ccc2c3c(c(=O)oc2c1)CCC3)OCc1ccccc1 (stereo not drawn)	24.0%
NC(=O)Cc1ccc2sc(-c3ccccc3)nc2c1	0.0%
N#Cc1ccccc1N=C1C(=O)Nc2ccccc21	2.0%
Cc1cc(NC(=O)c2ccc(Br)o2)ccc1NC(=O)c1ccccc1	0.0%
CC(C)(C)NC(=O)/C=C/c1cccc([N+](=O)[O-])c1	11.0%
COc1ccc(N(CC(=O)Nc2ccc(OC)cc2OC)S(C)(=O)=O)cc1	5.0%
COc1cccc(C(=O)N2N=C(c3cccc([N+](=O)[O-])c3)CC2(O)C(F)(F)F)c1 (stereo not drawn)	41.0%
COc1cc(/C=c2/sc3nc4ccccc4n3c2=O)ccc1OS(=O)(=O)c1ccc(C)cc1	17.0%
COc1ccc(-c2cc(=O)oc3cc(OCC(=O)c4ccccc4)ccc23)cc1	18.0%
COc1cccc(C2/C(=C(\O)c3ccc(Cl)cc3)C(=O)C(=O)N2c2cccnc2)c1 (stereo not drawn)	9.0%
CCOC(=O)C1C(=O)CC(=O)CC1c1ccc(OC)cc1 (stereo not drawn)	7.0%
Cc1cc(NCCO)nc(-c2ccc(Br)cc2)n1	0.0%
CCN(CC)c1ccc(CN2CCN(c3cccc(C(F)(F)F)c3)CC2)cc1	7.0%
COC1(/C(N)=C/C(=O)c2ccccc2)CCCCC1	8.0%
CC(=O)Nc1ccc2c(c1)ncn2C(C)(C)C	4.0%
CCCCC(C(=O)Nc1ccccc1Cl)N1C(=O)c2cc(Cl)c(Cl)cc2C1=O (stereo not drawn)	28.0%
CCOC(=O)C1=C(C)NC2=C(C(=O)CCC2)C1c1ccsc1 (stereo not drawn)	14.0%
O=C(Nc1cccc2ncccc12)c1sc2ccccc2c1Cl	16.0%
Cc1ccccc1NC(=O)c1c(O)c2ccccc2n(CC(C)C)c1=O	17.0%
Cn1c(=O)c(C(=O)NC2CC2)c(O)c2ccccc21	13.0%
CC1CCCC(C)C1NC1=C(Cl)C(=O)c2ccccc2C1=O (stereo not drawn)	17.0%
O=C(Nc1cccc(Br)c1)c1cccs1	11.0%
O=C(c1ccc(I)cc1)N1CCN(c2ccc([N+](=O)[O-])cc2)CC1	0.0%
Cc1ccc(NC(=O)c2cccc([N+](=O)[O-])c2C)cc1	1.0%
CCOC(=O)c1cccc(NS(=O)(=O)Cc2ccccc2)c1	28.0%
Nc1nnc(SC(c2ccccc2)c2ccccc2)s1	5.0%
COc1ccc(CCNC(=O)/C=C/c2ccc(C)cc2)cc1	0.0%
COc1ccc(S(=O)(=O)N/N=C/c2cc3c(cc2Br)OCO3)cc1	15.0%
CC1=C(C(=O)OCc2ccccc2)C(c2cccc(Cl)c2)C2=C(CCCC2=O)N1 (stereo not drawn)	18.0%
CC(=O)Nc1cc(-c2nc3ccc(C)cc3o2)ccc1Cl	18.0%
CC(Oc1ccc(Cl)cc1Cl)C(=O)N1CCN(Cc2ccccc2)CC1 (stereo not drawn)	11.0%
CCOc1ccc(Br)cc1/C=C1/C(=O)NN(c2ccccc2)C1=O	5.0%
CCOc1ccc(Cc2n[nH]c(=S)n2N)cc1	18.0%
O=C(CCN1C(=O)/C(=C\c2cccs2)SC1=S)N1CCOCC1	14.0%
COC(=O)c1ccc(-n2c(C)cc(/C=C3\NC(=S)NC3=O)c2C)cc1	11.0%
O=C(c1cccs1)N1CCCc2ccccc21	27.0%
Cn1c(/N=C/c2ccc3c(c2)OCO3)nc2ccccc21	27.0%
COc1ccc(CC(=O)N2N=C(C)CC2(O)c2ccc(Br)cc2)cc1OC (stereo not drawn)	7.0%
Cc1ccc(C)n1-c1cc(C(=O)O)ccc1O	49.0%
O=C(Nc1cc(C(F)(F)F)ccc1N1CCCCC1)c1cccc([N+](=O)[O-])c1	6.0%
C=CCOc1ccc(/C=c2\sc3n(c2=O)C(c2ccccc2Cl)C(C(=O)OCC)=C(C)N=3)cc1 (stereo not drawn)	14.0%
COc1ccc(-c2csc(-n3[nH]c(C)c(N=Nc4c(C)cccc4[N+](=O)[O-])c3=O)n2)cc1	8.0%
CCN1C(=O)/C(=C\c2cn(CCC#N)nc2-c2ccc(F)cc2)SC1=S	15.0%
N#C/C(=C\c1cccc2ccccc12)c1nn(-c2ccccc2)c(N)c1C#N	9.0%
NC(=O)c1ccc(NC(=O)NCCCCCCNC(=O)Nc2ccc(C(N)=O)cc2)cc1	4.0%
CC1(C)CC(NC(=O)CNc2ccccc2)CC(C)(C)N1	9.0%
CC1CN(CN2C(=O)C(=O)c3ccccc32)CC(C)O1 (stereo not drawn)	2.0%
O=C1c2ccccc2C(=O)C1(Nc1ccccc1)c1ccc([N+](=O)[O-])cc1	7.0%
CC(C)CNC(=O)C(=O)NCc1ccccn1	1.0%
CCOc1ccc(C(=O)NCc2cccnc2)cc1[N+](=O)[O-]	9.0%
COC(=O)C1=C(C)NC2=C(C(=O)CC(C)(C)C2)C1c1ccc(Cl)cc1 (stereo not drawn)	3.0%
O=C1CS/C(=C/C(=O)c2ccc(Cl)cc2)N1	6.0%
O=C1CCC([N+](=O)[O-])C(c2ccc(Cl)cc2Cl)N1 (stereo not drawn)	2.0%

Shown with each value named: entries from further up
> O=C(Nc1nnc(-c2ccc(F)cc2)s1)c1cccs1
  RNase H inhibition = 3.0%

> COc1cccc(OCCOc2ccc(I)cc2)c1
  RNase H inhibition = 6.0%

> NC(=O)c1ccc(NC(=O)NCCCCCCNC(=O)Nc2ccc(C(N)=O)cc2)cc1
  RNase H inhibition = 4.0%

> CC(C)CNC(=O)C(=O)NCc1ccccn1
  RNase H inhibition = 1.0%

The list is partial; count on the stated rates, not on these rows.
